Compound activity as filed in PubChem.
OXTR potentiate: human OXTR potentiators, primary screen, fluorescence, CHO-OTR cells, Fluo-8 calcium | Oxytocin receptor (Homo sapiens), P30559 | Fluo-8 calcium fluorescence, potentiator mode; 0% = oxytocin EC15, 100% = EC100 | activation, % at 3 µM | hit rate 0.061% among 320,000;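 active = activation above that plate's cutoff, the mean activation of tested compounds plus 3 SD, cut at about 6.6% in these data, passing the limit was not always enough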;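 also: 100% uses oxytocin at 75 nM as the full agonist control; some results filed as inactive read as strong as hits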
Target sequence (P30559 whole entry, looked up): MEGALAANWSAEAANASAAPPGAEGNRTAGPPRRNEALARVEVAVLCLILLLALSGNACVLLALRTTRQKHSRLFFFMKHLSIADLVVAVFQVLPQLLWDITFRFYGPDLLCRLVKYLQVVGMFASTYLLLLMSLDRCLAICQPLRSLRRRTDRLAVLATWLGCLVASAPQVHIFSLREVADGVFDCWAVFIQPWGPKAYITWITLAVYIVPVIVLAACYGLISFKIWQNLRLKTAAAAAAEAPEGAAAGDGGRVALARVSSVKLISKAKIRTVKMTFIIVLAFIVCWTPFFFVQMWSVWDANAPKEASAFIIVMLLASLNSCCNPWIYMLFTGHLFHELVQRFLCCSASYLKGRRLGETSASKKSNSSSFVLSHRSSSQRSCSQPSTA
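Measured by – Fluo-8 calcium dye fluorescence · Test system – human OTR in CHO cells · Dosing – one concentration, 3.0 µM compound · Controls – EC15 oxytocin alone as 0%, 75 nM oxytocin as 100% · Evaluation – normalized max/min fluorescence ratio, % activation · Timing – 6 min pre-incubation, 100 s read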
V1aR counter: agonists of human V1a receptor, primary screen, counter-screen for OXTR agonist project, fluorescence, CHO-V1R cells | Vasopressin V1a receptor (Homo sapiens), P37288 | activation, % at 3 µM | Fluo-8 calcium fluorescence, agonist mode; 0% DMSO, 100% 3 nM vasopressin | hit rate 0.25% among 320,000;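 active = activation above the mean activation of all tested compounds plus 3 SD, per screening run, cut at about 20% in these data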;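 also: signal is peak over basal fluorescence ratio across a 100 second FLIPR read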
Target sequence (P37288 whole entry, looked up): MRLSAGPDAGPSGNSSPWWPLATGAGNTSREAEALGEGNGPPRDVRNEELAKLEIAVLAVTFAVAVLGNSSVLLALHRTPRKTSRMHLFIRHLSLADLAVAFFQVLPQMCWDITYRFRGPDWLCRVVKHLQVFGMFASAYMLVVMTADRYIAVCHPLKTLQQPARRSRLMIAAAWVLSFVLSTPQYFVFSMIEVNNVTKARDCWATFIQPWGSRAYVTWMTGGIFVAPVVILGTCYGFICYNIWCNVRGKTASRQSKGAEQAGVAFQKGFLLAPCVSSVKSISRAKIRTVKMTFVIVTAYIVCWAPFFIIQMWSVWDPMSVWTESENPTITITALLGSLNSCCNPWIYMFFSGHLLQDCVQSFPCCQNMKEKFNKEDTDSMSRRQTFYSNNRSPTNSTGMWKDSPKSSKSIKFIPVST
CHRM1 antagonist: human M1 muscarinic receptor antagonists, primary screen, CHO-K1 cells, Fluo-8 calcium fluorescence, 1536-well | Muscarinic acetylcholine receptor M1 (Homo sapiens), P11229 | CHO-K1 hM1, ACh EC80 antagonist | inhibition, % at 3 µM | hit rate 1.3% among 360,000 | AID 588852, 2011;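 active = percent inhibition above its own plate's cutoff, namely the mean of that plate's compound wells plus 3 SD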;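 also: peak over basal fluorescence ratio during 140 s after agonist addition; 0% = ACh EC80 plus DMSO and 100% = DMSO alone without agonist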
OXTR ag: human OXTR agonists, primary screen, fluorescence, CHO-OTR cells, Fluo-8 calcium; Oxytocin receptor (Homo sapiens), P30559; Fluo-8 calcium fluorescence; normalized: DMSO 0%, oxytocin 100%; activation, % at 3 µM; hit rate 0.32% among 320,000; AID 2435, 2010;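 active = activation above the mean of all tested compounds plus 3 SD, cutoff set per screening run, cut at about 20% in these data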;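 also: peak over basal fluorescence ratio from a 100 s FLIPR kinetic read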
CHO parental Ca: ATP-evoked calcium signal inhibitors, parental CHO, primary screen, counter-screen for OX1R antagonist project, cell-based, fluorescence, Fluo-8 calcium dye; parental CHO-K1, ATP-induced calcium, Fluo-8 fluorescence; inhibition, % at 5.6 µM; hit rate 0.63% among 330,000; AID 463079, 2010;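 active = inhibition above that plate's mean sample inhibition plus 3 SD, cut at about 26% in these data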;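 also: 0% = ATP-challenged DMSO wells and 100% = DMSO wells without ATP; some compounds past the cut are filed as inactive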
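Test system: untransfected parental CHO cell line. Compound: one dose, 5.6 µM nominal. Detection: intracellular calcium via Fluo-8 no-wash fluorescent dye. Measure: % inhibition. Benchmarks: ATP-challenged DMSO wells low, unchallenged DMSO wells high.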
CHRM1 PAM: human M1 muscarinic receptor positive allosteric modulators, primary screen, CHO-K1 cells, Fluo-8 calcium fluorescence, 1536-well | Muscarinic acetylcholine receptor M1 (Homo sapiens), P11229 | CHO-K1 hM1, ACh EC20; 0% = ACh EC20, 100% = maximal ACh | activation, % at 3 µM | hit rate 0.088% among 360,000; in the data active = activation above about 19%, passing the limit was not always enough
M1 ag: human M1 muscarinic receptor agonists, primary screen, Fluo-8 calcium fluorescence, CHO-K1 cells, HTS; CHO-K1 hM1, agonist mode; 0% DMSO, 100% acetylcholine EC100; activation, % at 3 µM; hit rate 0.33% among 360,000; Muscarinic acetylcholine receptor M1 (Homo sapiens), P11229;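 active = activation above the run's mean compound activation plus 3 SD, cut at about 16% in these data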;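 also: peak over basal fluorescence ratio within a 140 s kinetic read after compound addition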
TAAR1 antag: human TAAR1 antagonists, primary screen, Fluo-8 calcium fluorescence, CHO RD-HGA16 cells; inhibition, % at 3 µM; Trace amine-associated receptor 1 (Homo sapiens), Q96RJ0; antagonist; hit rate 1.5% among 360,000;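 active = inhibition above a per-plate cutoff, the mean inhibition of test compounds on that plate plus 3 SD, cut at about 49% in these data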;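 also: 0% = DMSO plus EC80 beta-PEA response and 100% = DMSO alone without agonist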
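Test system – hTAAR1-expressing CHO RD-HGA16 cells, Gα16-coupled · Reagent – β-PEA at EC80 concentration, post-compound challenge · Compound dosing – 3 µM, single point · Timing – 140 s kinetic read after compound, 140 s after agonist · Detection – Fluo-8 intracellular calcium dye fluorescence, real-time kinetic reads · Control set – DMSO and EC80 PEA controls · Repeats – n of 1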
TAAR1 ag: human TAAR1 agonists, primary screen, Fluo-8 calcium fluorescence, CHO RD-HGA16 cells | Trace amine-associated receptor 1 (Homo sapiens), Q96RJ0 | vehicle wells 0%, saturating PEA agonist 100% | activation, % at 3 µM | hit rate 0.99% among 360,000;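 active = activation above the mean activation of all test compounds in the run plus 3 SD, cut at about 38% in these data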
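Benchmarks: low control DMSO, high control PEA (EC100); System: CHO RD-HGA16 cells carrying human TAAR1 plus Gα16; Detection: Fluo-8 fluorescence, 5 s baseline then 140 s kinetic read; Schedule: 17-24 h plating, Fluo-8 75 min 37 °C, 30 min RT; Read-out basis: % activation from peak over basal fluorescence ratio, DMSO-to-PEA scaled.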
An asterisk follows results filed as active; x = no result given.

SMILES	OXTR potentiate	V1aR counter	CHRM1 antagonist	OXTR ag	CHO parental Ca	CHRM1 PAM	M1 ag	TAAR1 antag	TAAR1 ag
C/C(CCc1ccccc1)=N\NC(=O)C1C2CCCCC21 (configuration not stated)	-13	-0.9	3	-2.6	-10	0	-5	-7	2
CC(=O)c1ccc(N=Nc2ccc(N)cc2)cc1	1	-0.9	1	-0.9	-12	13	2	-15	-1
O=C(c1ccccc1S(=O)(=O)NCC(O)COc1ccc([N+](=O)[O-])cc1)N1CCCCC1 (configuration not stated)	-1	0.8	-5	0.0	-21	4	-3	27	5
CCCn1nnc(NC(=O)c2ccc(OCC)c(Cl)c2)n1	-3	-0.1	-12	-0.8	-4	13	-5	10	6
C=CCNc1nc(Nc2ccc(OC)cc2)nc(OC)n1	-11	-0.8	-7	-2.2	-14	6	-2	-2	1
CCCCNC(=O)C1(C)CCCCN1C(=O)c1ccc(F)cc1Cl (configuration not stated)	x	x	-4	x	x	4	-3	-16	2
Cc1ccc(C)c(NC(=O)COc2cccc3c2CCN(Cc2ccccc2C)C3=O)c1	-4	0.1	-7	-2.7	-25	3	-5	35	3
C/C(=N\NC(=O)CCn1nnc2ccccc21)c1ccco1	0	1.0	-4	0.5	9	2	-3	-21	3
C=CCNc1nc2c(c(=O)n(C)c(=O)n2C)n1Cc1ccc(F)cc1	-8	5.2	22	6.9	40*	-8	-5	15	3
Cc1ccc(S(=O)(=O)N(C)C)cc1N	-6	1.4	0	0.3	-14	-5	-4	4	1
O=S(=O)(N1CCOCC1)n1nnc2ccccc21	-1	0.3	0	0.0	-4	-7	-5	-3	12
COc1ccc(/C=C2\SC(=S)N(CCC(=O)Nc3ccc(O)cc3)C2=O)cc1	-10	1.9	-9	0.3	-12	11	-2	3	1
CN(c1cccc(NS(=O)(=O)c2cccc([N+](=O)[O-])c2)c1)S(C)(=O)=O	-8	2.2	-8	2.2	9	14	-4	7	16
O=C1/C(=C/C=C/c2ccco2)SC(=S)N1NS(=O)(=O)c1ccccc1	-9	2.0	-21	0.6	10	4	-2	22	0
Cc1noc(C)c1S(=O)(=O)N1CCC(C(=O)Nc2ccc(OC(F)(F)F)cc2)CC1	-8	6.4	1	4.5	-1	3	0	15	6
CC1CCc2c(sc(/N=C/c3cccnc3)c2C(N)=O)C1 (configuration not stated)	-12	-0.3	-8	-1.6	-8	13	-6	-17	3
COc1ccc(NC(=O)CN2C(=O)NC(C)(c3ccc4c(c3)OCCO4)C2=O)cc1S(N)(=O)=O (configuration not stated)	-2	0.8	6	1.8	2	-5	-1	-10	1
O=C1C[C@@H]2c3c(cccc3CN1Cc1ccccc1F)C[C@@H](O)[C@H]2O	x	x	-11	x	x	10	-3	14	4
CC(=O)Oc1ccccc1/C=C/c1nc2ccccc2c(=O)o1	-10	0.6	-12	0.0	-6	7	-1	-11	3
C/C(=C\C(=O)c1ccc(Br)cc1)NCc1ccccc1	-3	0.0	-8	-2.5	-15	3	-5	13	19
Cc1cccc2cccnc12	-8	0.4	-7	0.8	-2	0	-4	-1	1
COc1cccc(-c2nnc(-c3ccc(C(F)(F)F)cc3)o2)c1OC	3	-0.8	0	-1.7	-11	7	-4	21	4
COc1ccc(N=Cc2c(O)ccc3ccccc23)cc1	-6	2.6	-5	0.9	-1	-1	-2	-4	16
Cc1nn(C)cc1CN(C)C(=O)c1sc2cccc(Cl)c2c1Cl	-2	-0.3	22	-1.2	-10	-5	-1	-29	-2
O=C(CSc1nc2c(c(C(F)(F)F)n1)CCc1ccccc1-2)NCc1ccccc1	-1	-0.9	-7	-1.3	-13	4	-3	-29	0
(cont.)
SMILES	OXTR potentiate	V1aR counter	CHRM1 antagonist	OXTR ag	CHO parental Ca	CHRM1 PAM	M1 ag	TAAR1 antag	TAAR1 ag
Cc1ccc2nc(NC(=O)COC(=O)c3ccc(Br)o3)sc2c1	-9	1.5	-8	0.1	-22	3	-1	19	11
Cc1cccc2nc(CSCc3ccco3)cn12	0	0.1	-29	-0.3	-22	4	-4	-12	2
Cc1ccc(NC(=O)NC(=O)COc2ccccc2C(N)=O)c(C)c1	-1	0.1	-16	0.1	-5	13	-3	-4	2
CN(C)CCCNc1oc(-c2cccc(Cl)c2)nc1C#N	-11	3.7	-7	5.9	-12	4	1	0	8
Cc1nc2nc(-c3ccccc3)[nH]n2c(=O)c1Cc1ccccc1	-20	1.1	-34	0.3	-20	9	5	18	7
Cc1nc(C#N)c(N/N=C/c2c(F)cccc2Cl)o1	0	-0.5	13	-1.6	-8	-8	-4	3	0
Cc1ccc(OCC(=O)Nc2cc(NC(=O)COc3ccc(C)c(C)c3)cc(C(=O)O)c2)cc1C	-6	2.0	-13	-0.3	-9	13	-1	-11	6
CC(C)(C)C1C/C(=C/c2ccco2)C(=O)/C(=C/c2ccco2)C1 (configuration not stated)	-4	5.3	0	3.7	3	10	0	8	9
CCOC(=O)c1ccc(NC(=O)N2CCN(C(=O)C3CCCO3)CC2)cc1 (configuration not stated)	-15	0.4	-4	-0.1	-20	10	-4	5	6
COc1ccc(NC(=O)N2CCc3cc(OC)c(OC)cc3C2)cc1	2	0.1	-21	0.8	3	13	2	-6	1
CCN(CC)CC1(O)CCN(C(=O)c2ccc(Cl)c(Cl)c2)CC1	-1	0.4	-4	-0.1	-25	2	-16	13	3
Cc1ccc(CN2CC(C(=O)N3CC=C(c4ccccc4)CC3)CC2=O)cc1 (configuration not stated)	-4	5.5	-1	1.5	-10	3	-2	-15	-1
CCn1c(SCC(=O)N2CCCCC2C)nnc1-c1ccc(S(=O)(=O)N2CCN(C)CC2)cc1 (configuration not stated)	6	0.5	4	-0.3	-2	-4	-2	9	3
COc1ccc2nc(-c3ccccc3)cc(C(=O)OCC(=O)NC3CC3)c2c1	x	x	-2	x	x	6	2	-15	1
COc1ccc(N2C(=O)C(CC(N)=O)N(NC(=O)c3cccc(OC)c3)C2=S)cc1 (configuration not stated)	-3	0.3	-9	0.5	-10	13	-6	12	7
CCCCNC(=O)c1ccccc1SCc1c(C)noc1C	-1	1.2	7	-1.1	-3	5	0	-10	1
CC(NC(=O)C1CC12CCC2)c1ccccc1 (configuration not stated)	-16	0.4	-2	-0.8	-6	3	-9	-4	2
Cc1cc(NC(=O)CSc2nc(-c3cccs3)nc3ccccc23)no1	-7	0.2	-6	-0.1	0	8	-4	12	-1
CN(C)Cc1c(C(=O)Nc2ccccc2)[nH]c2ccccc12	-2	-0.7	-2	-1.8	-23	1	-6	-3	1
Cc1cc(C)c2c(-n3cccc3)c(C(=O)NNS(=O)(=O)c3ccc(F)cc3)sc2n1	-8	-1.2	-2	-2.1	-24	2	-4	-10	7
Cc1nc2sc(C(c3ccc(Cl)cc3)N3CCN(c4ccccc4F)CC3)c(O)n2n1 (configuration not stated)	-11	3.2	-15	2.2	-6	-1	-2	10	3
Cc1cc(-n2c(=S)sc3c(=O)n(-c4ccc(F)cc4)c(SCC(=O)O)nc32)ccc1Cl	-7	0.2	-4	-0.3	5	2	-4	-5	-2
O=C(O)COc1ccccc1/C=C1\SC(=Nc2ccc(F)cc2)N(c2ccc(F)cc2)C1=O	-1	-0.3	-2	-0.5	-6	5	-2	-15	0
Cc1cc2ncc(C(=O)N=CN(C)C)cn2n1	-3	1.3	4	0.5	-1	1	-5	9	1
CC(=O)c1ccc(S(=O)c2ccccc2)cc1 (configuration not stated)	-7	-0.1	-3	0.0	3	6	-6	10	6
Cc1cc(-n2c(SCCC#N)nnc2-c2cccnc2)ccc1Cl	-3	0.0	2	-1.1	-17	3	-4	2	14

An excerpt of these results, with values under each structure:
Every second line gives: OXTR potentiate	V1aR counter	CHRM1 antagonist	OXTR ag	CHO parental Ca	CHRM1 PAM	M1 ag	TAAR1 antag	TAAR1 ag
Cc1ccc2nc(NC(=O)COC(=O)c3ccc(Br)o3)sc2c1
    -9	1.5	-8	0.1	-22	3	-1	19	11
Cc1cccc2nc(CSCc3ccco3)cn12
    0	0.1	-29	-0.3	-22	4	-4	-12	2
Cc1ccc(NC(=O)NC(=O)COc2ccccc2C(N)=O)c(C)c1
    -1	0.1	-16	0.1	-5	13	-3	-4	2
CN(C)CCCNc1oc(-c2cccc(Cl)c2)nc1C#N
    -11	3.7	-7	5.9	-12	4	1	0	8
Cc1nc2nc(-c3ccccc3)[nH]n2c(=O)c1Cc1ccccc1
    -20	1.1	-34	0.3	-20	9	5	18	7
Cc1nc(C#N)c(N/N=C/c2c(F)cccc2Cl)o1
    0	-0.5	13	-1.6	-8	-8	-4	3	0
Cc1ccc(OCC(=O)Nc2cc(NC(=O)COc3ccc(C)c(C)c3)cc(C(=O)O)c2)cc1C
    -6	2.0	-13	-0.3	-9	13	-1	-11	6
CC(C)(C)C1C/C(=C/c2ccco2)C(=O)/C(=C/c2ccco2)C1 (configuration not stated)
    -4	5.3	0	3.7	3	10	0	8	9
CCOC(=O)c1ccc(NC(=O)N2CCN(C(=O)C3CCCO3)CC2)cc1 (configuration not stated)
    -15	0.4	-4	-0.1	-20	10	-4	5	6
COc1ccc(NC(=O)N2CCc3cc(OC)c(OC)cc3C2)cc1
    2	0.1	-21	0.8	3	13	2	-6	1
CCN(CC)CC1(O)CCN(C(=O)c2ccc(Cl)c(Cl)c2)CC1
    -1	0.4	-4	-0.1	-25	2	-16	13	3
Cc1ccc(CN2CC(C(=O)N3CC=C(c4ccccc4)CC3)CC2=O)cc1 (configuration not stated)
    -4	5.5	-1	1.5	-10	3	-2	-15	-1
